# High-throughput results as filed in PubChem.
# Wnt bcat act – Wnt/beta-catenin pathway activators, primary screen, cell-based, plate reader, single point; Wnt/beta-catenin reporter cell assay, activator; activation, % at 9.35 µM; 300,000 tested, 1.2% active; AID 743398, 2014; in the data active = activation above about 30%, passing the limit was not always enough;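 also: 0% = neutral control wells and 100% = positive control wells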
# PvdQ inh – P. aeruginosa PvdQ acylase inhibitors, primary screen, biochemical, fluorescence, plate reader and imaging, single point. purified PvdQ acylase. inhibition, % at 10 µM. PvdQ acylase [Pseudomonas aeruginosa LESB58]. AID 488965, 2010. 340,000 tested, 0.063% active; in the data active = inhibition above about 30%, passing the limit was not always enough;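 also: 0% = vehicle neutral wells and 100% = reference inhibitor wells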
# cardiac RTF act – cardiac RTF calcium sensitivity activators, primary screen, biochemical, IANBD-TnC fluorescence, EC20 calcium; Troponin I, cardiac muscle (Homo sapiens) + Troponin T, cardiac muscle (Homo sapiens) + …; IANBD-labeled TnC RTF fluorescence at EC20 calcium; 0% EC20 calcium, 100% full calcium; activation, % at 7.2 µM; 340,000 tested, 0.24% active; AID 493008, 2010;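 active = activation above the mean over all tested compounds plus 3 SD, cut at about 30% in these data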;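 also: rise in fluorescence read as greater calcium sensitivity of cardiac thin filaments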
# HTR5A ag – HTR5A agonists in luminescence cell assay, primary screen, counter-screen for OPRM1-OPRD1 heterodimer agonist project, full-deck HTS | 5-hydroxytryptamine receptor 5A (Homo sapiens), P47898 | cell-based | activation, % at 9.3 µM | 340,000 tested, 0.61% active | AID 504692, 2011; in the data active = activation mostly above about 9.5%, no sharp cut-off; inactive = mostly below about 7.6%;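 also: 0% = cells with vehicle only and 100% = reference agonist; strong numbers were not always called active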
# dFosB activator – activators of delta FosB homodimer, primary screen, biochemical, fluorescence polarization, TAMRA-CDK5 oligo, single point. 340,000 tested, 0.99% active. AID 493131, 2011. activation, % at 25 µM. purified delta FosB; percent of positive-control signal above neutral wells;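 active = mean activation above about 17%, with every replicate also reaching it, limit read from the data, passing the limit was not always enough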;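 also: fluorescence polarization rise as delta FosB binds a TAMRA Cdk5 AP-1 oligo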
# CDK5 inh – inhibitors of human CDK5/p35 kinase, primary screen, biochemical, single concentration; Cyclin-dependent kinase 5 (Homo sapiens) + Cyclin-dependent kinase 5 activator 1 (Homo …; Recombinant CDK5/p35, ADP-Glo luminescence, 60 min; inhibition, % at 10 µM; 330,000 tested, 0.01% active;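 active = highest replicate inhibition of at least 50% and at least 75% of replicates reaching 50%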;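 also: plate controls were DMSO neutral control for no effect and GW8510 at 10 µM for full effect; many of its hits are not listed in these tables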
# SR-BI HDL uptake – inhibitors of SR-BI mediated HDL lipid uptake, primary screen, ldlA[mSR-BI] cells, fluorescence, single point; ldlA[mSR-BI] CHO cells, DiI-HDL uptake fluorescence, 3 h; inhibition, % at 12.5 µM; 320,000 tested, 0.96% active; AID 488896, 2010; Scavenger receptor class B member 1 (Mus musculus), Q61009;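 active = mean replicate inhibition of at least 70% and a set share of replicates each scoring 70 or more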;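 also: 0% = median of neutral control wells and 100% = median of positive control wells; values of inactives mirror those of a sister screen read the other way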
# Target sequence (Q61009 whole entry, looked up): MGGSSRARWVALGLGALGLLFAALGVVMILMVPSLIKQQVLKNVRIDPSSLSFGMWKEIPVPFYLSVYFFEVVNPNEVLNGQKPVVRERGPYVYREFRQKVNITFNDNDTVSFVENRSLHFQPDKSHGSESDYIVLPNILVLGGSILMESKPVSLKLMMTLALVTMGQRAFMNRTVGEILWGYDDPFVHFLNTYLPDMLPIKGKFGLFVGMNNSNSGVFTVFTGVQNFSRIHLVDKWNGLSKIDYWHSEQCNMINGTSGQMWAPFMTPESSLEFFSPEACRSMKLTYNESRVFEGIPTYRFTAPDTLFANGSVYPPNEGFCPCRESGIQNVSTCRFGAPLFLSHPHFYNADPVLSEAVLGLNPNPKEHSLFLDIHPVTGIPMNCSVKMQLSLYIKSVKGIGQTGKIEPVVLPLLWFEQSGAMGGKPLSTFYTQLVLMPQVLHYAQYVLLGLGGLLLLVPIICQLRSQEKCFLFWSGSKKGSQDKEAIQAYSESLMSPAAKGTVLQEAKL
# Rtt109 Vps75 – inhibitors of C. albicans Rtt109/Vps75 HAT, primary screen, biochemical, ThioGlo CoA-SH fluorescence, plate reader; purified Rtt109/Vps75, 4 h; inhibition, % at 34.9 µM; 330,000 tested, 0.16% active;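 active = inhibition of at least 50% in every replicate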
# Target sequence (Q5AAJ8 whole entry, looked up): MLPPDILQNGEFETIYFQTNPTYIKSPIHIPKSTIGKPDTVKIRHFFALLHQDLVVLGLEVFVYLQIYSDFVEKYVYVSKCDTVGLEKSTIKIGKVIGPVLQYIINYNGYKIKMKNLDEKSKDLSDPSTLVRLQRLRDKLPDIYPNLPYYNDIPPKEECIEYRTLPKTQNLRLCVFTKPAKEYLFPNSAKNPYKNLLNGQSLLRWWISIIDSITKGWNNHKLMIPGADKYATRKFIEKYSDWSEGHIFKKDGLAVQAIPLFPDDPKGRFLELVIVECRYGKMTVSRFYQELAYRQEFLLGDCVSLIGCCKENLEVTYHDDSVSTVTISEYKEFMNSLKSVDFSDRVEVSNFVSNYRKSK
# MITF TRPM1 HTS – activators of MITF-driven TRPM1 promoter reporter, primary screen, cell-based, SK-MEL-5, luciferase, single point | SK-MEL-5 TRPM1-promoter luciferase, 24 h; % of positive control, neutral wells = 0 | activation, % at 12.5 µM | 300,000 tested, 0.75% active;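 active = mean activation of at least 80% with every replicate also reaching 80%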;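 also: 0% = neutral control wells and 100% = parthenolide positive control wells; values of inactives mirror those of a sister screen read the other way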
# SR-BI DiI-HDL act – activators of SR-BI mediated DiI-HDL uptake, primary screen, ldlA[mSR-BI] CHO cells, DiI fluorescence; 3 h; 100 = double the neutral-control signal; activation, % at 12.5 µM; 320,000 tested, 0.096% active; AID 504775, 2011;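 active = mean replicate activation of at least 60% and every replicate at or above 60%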;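 also: 0% = median plate neutral-control signal and 100% = twice that signal; values of inactives mirror those of a sister screen read the other way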
#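 Material – SR-BI-overexpressing, LDLR-lacking CHO cells · Medium – BSA-supplemented, HEPES-buffered Ham's F12, pH 7.4 · Doses – single concentration · Times – compound with DiI-HDL co-incubation, 3 h at 37 °C · Measured by – bottom-read fluorescence, 550/595 nm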
# The depositor's hits bear a star; . = not tested or not shown.
SMILES,Wnt bcat act,PvdQ inh,cardiac RTF act,HTR5A ag,dFosB activator,CDK5 inh,SR-BI HDL uptake,Rtt109 Vps75,MITF TRPM1 HTS,SR-BI DiI-HDL act
COC(=O)CSc1nnc(Cc2cc(=O)[nH]c(=O)[nH]2)n1-c1cccc(OC)c1,-4,0,9,-1,-5,-1.4,0,-1,.,0
Clc1cc2c(cc1/C=N/Nc1nc(N3CCOCC3)nc(N3CCOCC3)n1)OCO2,0,10,3,2,-3,0.2,48,-2,-3,-48
O=C(Nc1nnc(S(=O)(=O)N2CCCC2)s1)c1ccccc1Br,-2,-11,7,3,-10,-1.0,-2,3,10,2
CC1CCN(c2c(NCC3CCC(C(=O)NCc4ccccc4Cl)CC3)c(=O)c2=O)CC1 (stereo unspecified),-7,-15,2,3,-4,-1.9,20,-13,.,-20
CCCCn1cnc2c(oc3nc4c(cc32)CCCC4)c1=O,28,-3,-5,-5,-18,2.6,1,4,.,-1
COc1cc(OC)c(NC2c3ccccc3C(=O)N2c2cc(C)ccn2)cc1Cl (stereo unspecified),39*,-15,4,-4,1,0.7,17,9,.,-17
COC(=O)C(C)NC(=O)C12CC3CC(CC(C3)C1)C2 (stereo unspecified),-1,-2,-1,2,3,0.2,-14,0,-10,14
Cc1cccc(NC(=O)CNC(=O)c2ccccc2Cl)n1,3,1,-2,0,8,0.3,-25,1,17,25
O=C(CNC(=O)c1ccc(Cl)cc1Cl)OCC(=O)N1CCN(c2ccccc2)CC1,0,-8,-4,-4,-2,-1.1,1,-9,1,-1
Cc1ccc([C@@H]2CC=C(C(=O)O)CN2S(=O)(=O)c2ccccc2C)cc1,-3,-7,4,-2,-8,-0.8,19,-10,-6,-19
N#Cc1c(NC(=O)CSc2nc3ccccc3s2)sc2c1CCCC2,17,7,1,4,1,0.5,9,7,5,-9
CCOc1ccc(-c2nc(CSc3nnc(N)s3)cs2)cc1OC,.,7,-3,2,-5,-0.1,17,-2,50,-17
CC1=NN(c2ccccc2)C(=O)C1N=Nc1ccc(S(N)(=O)=O)cc1 (stereo unspecified),0,-2,0,-3,-5,0.2,19,-4,.,-19
Cc1ccc(CNC(=O)CSc2c3c(nc4ccc(Cl)cc24)CCCC3)o1,.,-12,3,-1,-9,-1.5,33,-4,.,-33
CCN(C(=O)c1ccco1)c1nc(-c2ccc(OC)cc2)cs1,21,1,3,5,4,0.4,23,11,.,-23
COc1ccc(Oc2c(OC)cc([N+](=O)[O-])c3ncccc23)cc1,-4,-10,1,1,-4,2.1,56,-2,4,-56
CCOCCCNC(=O)c1c(N)n(-c2ccc3c(c2)OCO3)c2nc3ccccc3nc12,-1,-4,-6,-4,0,2.2,17,-4,.,-17
C=C[C@@H]1c2c(F)cccc2N(S(=O)(=O)c2ccc(C)cc2)[C@H](c2ccc(C(=O)OC)cc2)C1(C#N)C#N,4,-15,7,-1,-6,1.5,1,-4,0,-1
O=C(COC(=O)/C=C/c1cccc(F)c1)NC1CCCC1,1,-9,0,2,-3,-1.4,-19,1,-2,19
O=C(N/C(=C\c1ccc([N+](=O)[O-])cc1)C(=O)N1CCCCC1)c1ccco1,-1,4,1,5,-2,0.2,-16,17,-4,16
Cc1ccc(OCCn2cc(/C=C3\C(=O)NN(c4ccccc4)C3=O)c3ccccc32)cc1,.,-5,2,-2,-17,-0.4,-1,-3,-1,1
O=C(CCCN1C(=O)NC2(CCCC2)C1=O)Nc1ccc(F)cc1,2,-14,0,3,-1,-1.0,-13,1,-12,13
CCOC(=O)c1sc(NC(=S)NC(=O)c2ccccc2)c(C(=O)OCC)c1C,.,-15,6,3,-2,-2.2,17,1,-26,-17
COc1ccc(NC(=O)N2CCCCCC2)c(OC)c1,0,-4,-2,0,-3,0.2,23,6,7,-23
CCN(CCn1cccn1)C(=O)c1cccc(OC2CCN(S(C)(=O)=O)CC2)c1,1,-6,1,6,-9,0.4,3,-26,-18,-3
CCCCC(=O)Nc1ccc(C(=O)NNC(=O)c2cccs2)cc1,-1,-27,8,0,-1,-0.7,2,-3,6,-2
COc1cc2c(cc1OC)CN(C1CCCN(Cc3cccc(C(C)=O)c3)C1)CC2 (stereo unspecified),-1,-5,4,2,-15,-0.2,3,-3,8,-3
CCOc1ccc(C(=O)N2CCN(c3ccccc3)CC2)cc1,8,-7,.,.,4,-0.1,-9,-4,11,9
N/C(=N\OC(=O)Nc1ccccc1)c1ncc(C(F)(F)F)cc1Cl,.,-4,-3,1,5,2.1,5,-3,48,-5
CCOC(=O)N1CCN(CC(O)COc2cc(C)cc(C)c2)CC1 (stereo unspecified),-2,-2,0,1,-7,-0.2,26,6,1,-26
Cc1cccc(N(CC(=O)N/N=C/c2ccc(OCC(=O)NCc3ccco3)cc2)S(C)(=O)=O)c1C,.,3,1,-2,-6,-0.3,-3,14,-1,3
CCOC(=O)Cc1csc(N/C(=N/S(=O)(=O)c2ccc(Cl)cc2)c2ccccc2)n1,2,-8,4,-1,-6,-2.7,-5,-12,-5,5
CCC(C)C(=O)Nc1nnc(SCC(=O)NC(C)(C)C)s1 (stereo unspecified),5,0,-1,-2,-4,3.2,5,9,.,-5
Cc1cccc(CN2CCOCCS2(=O)=O)c1,-3,1,2,-1,3,0.3,-35,5,0,35
O=C(NCCCN1CCOCC1)C(=O)N/N=C/c1ccc(F)cc1,-6,6,2,4,-7,1.2,-11,-6,11,11
CCOC(=O)CCCNc1ccc([N+](=O)[O-])cc1[N+](=O)[O-],.,13,-4,2,-2,2.3,-3,.,0,3
CCN(CC)CC(O)CN1C(=O)NC(C)(C)C1=O (stereo unspecified),-1,-9,4,-2,-5,0.1,.,-7,-12,.
Cc1cccc(C(C(=O)NC2CCCC2)N(Cc2cccnc2)C(=O)c2csnn2)c1 (stereo unspecified),-4,-9,-3,-1,6,1.7,-12,-1,-5,12
CC1CCC/C(=C\Nc2ccccc2C(=O)O)C1=O (stereo unspecified),-4,-8,2,3,-2,-0.2,-27,8,.,27
CC(=O)N1CCSc2ccc(S(=O)(=O)NCc3ccccc3)cc21,-2,-13,12,2,1,.,2,-1,8,-2
CC(=O)N1CCCc2cc(S(=O)(=O)CCC(=O)Nc3cccc(C)c3C)ccc21,1,-6,-4,-1,-4,0.0,-3,-20,2,3
CCn1c(SCC(=O)Nc2nccs2)nnc1-c1ccc(C)cc1,.,-6,-5,0,-6,-2.4,-22,5,.,22
O=C1c2ccccc2C(=O)N1CC(O)Cn1nnc2ccccc21 (stereo unspecified),.,-9,-1,-4,2,1.7,13,0,.,-13
CSc1nc2sc(-c3ccccc3)cc2c(=O)n1N,.,-5,0,0,65*,0.4,-16,-9,15,16
COc1cccc(C(=O)NCCSc2c(C)[nH]c3ccccc23)c1OC,0,-5,3,0,-6,-2.3,17,3,3,-17
O=[N+]([O-])c1cc2c(c(CSc3nnc(Nc4ccccc4)s3)c1)OCOC2,.,3,-8,-3,5,-1.5,1,4,0,-1
Cn1c(SCc2ccccc2Cl)nc2c1c(=O)[nH]c(=O)n2C,-1,0,-2,1,4,-0.1,26,-4,.,-26
CCN1C(=O)[C@H]2[C@@H](c3ccc(C)cc3)N3C(=O)N(c4ccccc4)C(=O)[C@@]3(C)[C@H]2C1=O,-1,8,0,-1,3,-1.8,-46,-1,2,46
CCN(C(=O)CCNC(=O)Cn1cnc2ccccc2c1=O)c1cccc(Cl)c1,4,-5,5,-5,0,0.5,11,-4,5,-11
O=C(COc1ccc([N+](=O)[O-])cc1)Nc1ccc2c(c1)nc1n2CCOC1,1,3,2,-2,-6,-0.8,-6,19,6,6

# Molecules shown so far that contain a furan ring, fused or not:
SMILES,Wnt bcat act,PvdQ inh,cardiac RTF act,HTR5A ag,dFosB activator,CDK5 inh,SR-BI HDL uptake,Rtt109 Vps75,MITF TRPM1 HTS,SR-BI DiI-HDL act
CCCCn1cnc2c(oc3nc4c(cc32)CCCC4)c1=O,28,-3,-5,-5,-18,2.6,1,4,.,-1
Cc1ccc(CNC(=O)CSc2c3c(nc4ccc(Cl)cc24)CCCC3)o1,.,-12,3,-1,-9,-1.5,33,-4,.,-33
CCN(C(=O)c1ccco1)c1nc(-c2ccc(OC)cc2)cs1,21,1,3,5,4,0.4,23,11,.,-23
O=C(N/C(=C\c1ccc([N+](=O)[O-])cc1)C(=O)N1CCCCC1)c1ccco1,-1,4,1,5,-2,0.2,-16,17,-4,16
Cc1cccc(N(CC(=O)N/N=C/c2ccc(OCC(=O)NCc3ccco3)cc2)S(C)(=O)=O)c1C,.,3,1,-2,-6,-0.3,-3,14,-1,3

# Carrying on:
SMILES,Wnt bcat act,PvdQ inh,cardiac RTF act,HTR5A ag,dFosB activator,CDK5 inh,SR-BI HDL uptake,Rtt109 Vps75,MITF TRPM1 HTS,SR-BI DiI-HDL act
COc1cc(NC(=O)c2cc(OC)c(OC)c(OC)c2)cc(-n2cnnn2)c1,-1,-14,0,-3,-18,-3.3,53,0,4,-53
Cn1nnnc1SCC(=O)Nc1ccccc1C(=O)NC1CC1,.,-11,2,0,-11,2.5,-14,-1,4,14
C=CCn1c(CCNC(=O)c2cccs2)n[nH]c1=S,1,-20,4,1,4,-1.2,-8,-13,2,8
CC(C)c1ccc(/C=N/NC(=O)CCNC(=O)c2ccccc2)cc1,-5,-10,-6,7,-13,-0.9,0,11,76,0
O=C(CN1C(=O)C2(OCCCO2)c2ccccc21)NCCc1ccccc1,.,-4,-4,-1,-4,-2.3,-9,4,-15,9
CNC(=O)c1sc(N2N=C3/C(=C/c4ccccc4)CCCC3C2c2ccccc2)nc1C (stereo unspecified),0,-11,3,6,-8,-1.5,21,-25,-5,-21
CN(CC(=O)Nc1ccccc1Cl)C(=O)COC(=O)c1cc([N+](=O)[O-])ccc1N1CCOCC1,0,2,-3,7,-7,-0.5,41,13,16,-41
COc1ccc(NC(=O)CSc2n[nH]c(C(C)C)n2)c([N+](=O)[O-])c1,-1,9,-2,2,-5,3.7,9,0,6,-9
CCC(=O)N(C)C(c1ccccc1Cl)c1nnnn1-c1c(C)cccc1C (stereo unspecified),.,-8,7,4,-7,-0.7,-21,-1,.,21
NCC1OC(n2cnc3c(N)ncnc32)CC1O (stereo unspecified),-7,-8,0,0,-1,0.3,10,14,-7,-10
Cc1cccc(NC(=O)C2CCN(S(=O)(=O)c3ccc4c(c3)OCCO4)CC2)n1,1,5,-3,1,1,0.1,-13,6,-10,13
O=C(NCc1ccc2c3c(cccc13)C(=O)N2)c1cccs1,1,-6,4,-11,3,0.1,.,-3,12,.
